Assay outcomes deposited in PubChem BioAssay by several laboratories.
BoNT A protease: BoNT/A light chain protease inhibitors, primary screen, biochemical, flow cytometry, MLPCN library. multiplex microsphere protease substrate cleavage. hit rate 0.17% among 360,000. inhibition, % at 10 µM; further: plate controls were buffer without enzyme for full effect and enzyme alone for no effect
CCHFV vOTU inh: CCHFV vOTU protease inhibitors, primary screen, biochemical, Pep-AMC substrate, fluorescence | Crimean-Congo hemorrhagic fever virus L polyprotein viral ovarian tumor (vOTU) protease … | inhibition, % at 11.5 µM | hit rate 0.55% among 370,000 | AID 651958, 2012; in the data active means inhibition above about 30%; further: 0% = vehicle wells with enzyme and 100% = no enzyme wells
SSB-PriA inh: inhibitors of Klebsiella pneumoniae PriA binding to SSB C-terminal tail, primary screen, biochemical, AlphaScreen; PriA–SSB C-terminal tail interaction (Klebsiella pneumoniae); AlphaScreen SSBct-PriA binding, biotinylated peptide; inhibition, % at 33 µM; hit rate 0.6% among 430,000; AID 1272365, 2023; in the data active means inhibition mostly above about 37%, no sharp cut-off; inactive means mostly below about 20%;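 further: plate controls were negative control peptide for no effect and reference peptide for full effect; strong numbers were not always called active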
SARS 3CLpro inh: SARS-CoV 3CLpro protease inhibitors, primary screen, biochemical, quenched FRET; inhibition, % at 6 µM; Replicase polyprotein 1ab (Severe acute respiratory syndrome coronavirus), P0C6X7; recombinant SARS-CoV 3CLpro, quenched FRET peptide cleavage; hit rate 0.14% among 290,000; in the data active means inhibition above about 12%
Vc quorum ag: inducers of Vibrio cholerae quorum light production without autoinducers, primary screen, BH1578 luxS cqsA deficient, single point; V. cholerae BH1578 lux reporter, luminescence, 6 h; AID 588436, 2011; activation, % at 18.7 µM; hit rate 0.16% among 350,000; in the data active means activation mostly above about 9.7%, no sharp cut-off; inconclusive means no clear call, values can overlap the other calls; inactive means mostly below about 3.7%; further: not every result past the cut was called active; inactives centre near 0; reference of the scale not given here
PfHsp40 yeast: rescue of yeast from PfHsp40 toxicity, primary screen, S. cerevisiae, ATP luminescence | S. cerevisiae expressing PfHsp40, growth rescue | hit rate 0.68% among 340,000 | growth rescue, % at 12.5 µM; in the data active means growth rescue above about 28%, passing the limit was not always enough; inconclusive means no clear call, values can overlap the other calls;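 further: yeast W303a lacking pdr1 and pdr3 grown in galactose medium; growth measured after three days at 30 °C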
VHR inh abs: VHR1 phosphatase inhibitors, primary screen, biochemical, absorbance, uHTS; Dual specificity protein phosphatase 3 (Homo sapiens), P51452; recombinant VHR phosphatase, pNPP absorbance; inhibition, % at 13.3 µM; hit rate 0.52% among 290,000; AID 1654, 2009; in the data active means inhibition above about 50%; further: some compounds called inactive have numbers as strong as hits
Anthrax LF inh2: Bacillus anthracis LF protease inhibitors, primary screen, biochemical, multiplex microsphere, MLPCN library; AID 588501, 2011; hit rate 0.12% among 360,000; Lethal factor (Bacillus anthracis), P15917; multiplex microsphere protease cleavage assay; inhibition, % at 10 µM; further: plate controls were buffer without enzyme for full effect and enzyme alone for no effect
TcdB GH inh: TcdB glycohydrolase inhibitors, primary screen, biochemical, single point, plate reader. Toxin B (Clostridioides difficile), P18177. inhibition, % at 9.99 µM. hit rate 0.24% among 350,000. TcdB glycohydrolase enzymatic assay; in the data active means inhibition above about 10%
Target sequence (P18177 whole entry, looked up): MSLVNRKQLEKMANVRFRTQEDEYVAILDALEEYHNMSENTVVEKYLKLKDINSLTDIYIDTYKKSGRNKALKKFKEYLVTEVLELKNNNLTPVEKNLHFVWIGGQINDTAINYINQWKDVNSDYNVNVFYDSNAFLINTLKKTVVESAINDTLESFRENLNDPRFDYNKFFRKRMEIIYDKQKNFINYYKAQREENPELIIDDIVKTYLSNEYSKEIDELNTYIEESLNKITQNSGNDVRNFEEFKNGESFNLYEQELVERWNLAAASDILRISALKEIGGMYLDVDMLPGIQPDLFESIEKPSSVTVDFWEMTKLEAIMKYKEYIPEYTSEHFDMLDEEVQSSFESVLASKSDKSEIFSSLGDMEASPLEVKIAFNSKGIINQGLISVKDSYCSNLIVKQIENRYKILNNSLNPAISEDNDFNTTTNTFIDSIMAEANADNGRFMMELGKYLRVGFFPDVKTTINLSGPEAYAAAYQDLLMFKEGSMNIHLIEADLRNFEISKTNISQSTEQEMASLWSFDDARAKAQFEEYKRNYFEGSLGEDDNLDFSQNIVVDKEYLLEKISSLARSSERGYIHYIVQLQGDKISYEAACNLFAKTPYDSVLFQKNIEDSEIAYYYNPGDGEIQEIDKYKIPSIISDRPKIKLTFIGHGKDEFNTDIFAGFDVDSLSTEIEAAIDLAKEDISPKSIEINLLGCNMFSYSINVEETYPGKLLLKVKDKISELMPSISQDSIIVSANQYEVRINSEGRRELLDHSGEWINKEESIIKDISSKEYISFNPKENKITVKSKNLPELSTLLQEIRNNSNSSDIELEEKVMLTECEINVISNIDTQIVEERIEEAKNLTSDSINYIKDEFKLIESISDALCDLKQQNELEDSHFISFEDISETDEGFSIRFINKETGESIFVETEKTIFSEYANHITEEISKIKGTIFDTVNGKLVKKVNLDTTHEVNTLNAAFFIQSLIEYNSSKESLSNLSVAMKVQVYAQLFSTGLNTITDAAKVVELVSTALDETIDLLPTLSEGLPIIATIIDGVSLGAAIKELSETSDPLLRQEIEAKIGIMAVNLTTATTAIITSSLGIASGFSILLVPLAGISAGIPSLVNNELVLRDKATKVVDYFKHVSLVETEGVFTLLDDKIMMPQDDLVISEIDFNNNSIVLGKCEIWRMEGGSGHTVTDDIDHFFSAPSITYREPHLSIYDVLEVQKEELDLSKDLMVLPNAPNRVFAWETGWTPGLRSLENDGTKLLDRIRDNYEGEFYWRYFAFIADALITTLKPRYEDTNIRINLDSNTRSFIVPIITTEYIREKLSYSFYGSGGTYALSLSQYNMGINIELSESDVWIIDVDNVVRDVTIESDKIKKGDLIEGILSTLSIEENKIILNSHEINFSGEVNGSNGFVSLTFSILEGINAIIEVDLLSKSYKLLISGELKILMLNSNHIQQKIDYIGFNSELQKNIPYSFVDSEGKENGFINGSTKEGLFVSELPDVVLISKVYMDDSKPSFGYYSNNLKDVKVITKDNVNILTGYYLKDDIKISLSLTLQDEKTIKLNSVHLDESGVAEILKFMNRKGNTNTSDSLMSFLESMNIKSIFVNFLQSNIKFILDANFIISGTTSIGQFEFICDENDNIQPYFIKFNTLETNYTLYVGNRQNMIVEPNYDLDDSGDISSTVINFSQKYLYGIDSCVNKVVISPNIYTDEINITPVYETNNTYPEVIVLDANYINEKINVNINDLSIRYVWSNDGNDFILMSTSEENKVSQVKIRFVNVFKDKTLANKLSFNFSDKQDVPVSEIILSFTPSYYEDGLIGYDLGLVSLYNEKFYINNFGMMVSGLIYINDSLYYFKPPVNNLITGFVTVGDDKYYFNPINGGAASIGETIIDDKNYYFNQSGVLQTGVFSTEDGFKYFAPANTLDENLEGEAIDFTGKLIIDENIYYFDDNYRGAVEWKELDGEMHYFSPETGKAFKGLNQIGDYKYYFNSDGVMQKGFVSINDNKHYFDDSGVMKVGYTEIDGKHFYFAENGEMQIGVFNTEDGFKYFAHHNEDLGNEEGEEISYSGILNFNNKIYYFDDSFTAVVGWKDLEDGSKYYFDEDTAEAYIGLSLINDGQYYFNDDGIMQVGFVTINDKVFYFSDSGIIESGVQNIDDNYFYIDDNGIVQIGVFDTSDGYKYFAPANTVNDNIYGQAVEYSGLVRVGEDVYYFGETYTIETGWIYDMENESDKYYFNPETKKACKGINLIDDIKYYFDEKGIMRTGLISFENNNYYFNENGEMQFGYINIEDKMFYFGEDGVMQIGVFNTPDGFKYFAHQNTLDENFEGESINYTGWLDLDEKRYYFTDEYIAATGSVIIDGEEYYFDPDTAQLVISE
Yp Topo-I inh: Yersinia pestis topoisomerase I inhibitors, primary screen, biochemical, cleavage product accumulation, plate reader, single point; activity, % at 10 µM; Y. pestis Topo-I cleavage product accumulation; DNA topoisomerase I (Yersinia pestis CO92); hit rate 0.064% among 360,000; in the data active means activity above about 50%, passing the limit was not always enough; inconclusive means no clear call, values can overlap the other calls; further: inactives centre near 2
The depositor's hits bear a star; i = inactive; u = inconclusive; x = not tested or not shown. Unless noted, no stated cut-off is given here; in the data, active means inhibition above about 30%; inconclusive means no clear call, values can overlap the other calls; inactive means below that.

Values in the order: Vc quorum ag, PfHsp40 yeast, TcdB GH inh, BoNT A protease, CCHFV vOTU inh, VHR inh abs, Yp Topo-I inh, SARS 3CLpro inh, Anthrax LF inh2, SSB-PriA inh
#1 O=C(c1cnn2c(C(F)F)cc(-c3ccccc3)nc12)N1CCOCC1
    -5.3, -0.6, x, 3.1, -3.3, -1.0, 7.3, 1.8, -2.1, 0.2
#2 O=c1nc(-c2ccccc2)c2ccccc2[nH]1
    0.6, -1.0, x, 0.5, -15.0, -10.8, 6.5, 3.3, -5.0, 0.9
#3 CCOC(=O)N1CCC(Nc2c(NCCCN3CCN(C4CCCCC4)CC3)c(=O)c2=O)CC1
    i, -2.6, -0.2, 0.1, 4.6, -0.6, -5.6, 4.3, 0.5, -13.6
#4 COc1cccc(CN2CCN(CCCc3ccccc3)C(CCO)C2)c1O (stereo not drawn)
    i, 0.6, 0.1, u, 2.6, -6.1, -0.8, -2.6, -14.9, -0.4
#5 O=C(NC1CCN(C(=S)Nc2ccccc2)CC1)C1CCCCC1
    -0.1, -1.4, 0.9, 2.4, 9.6, 11.8, 4.8, -0.1, 8.4, -14.5
#6 N#C/C(=C\c1cccs1)C(=O)c1ccccc1
    -0.9, -0.7, 0.3, -0.2, 5.2, 8.4, -5.9, 1.6, -12.1, -1.4
#7 Nc1ccc(S(=O)(=O)N2CCC(Cc3ccccc3)CC2)cc1
    -0.4, -0.5, 0.2, -5.0, -14.7, 6.0, -5.5, 3.4, 7.0, 2.7
#8 C/C(CC(=O)NCCN1CCOCC1)=N\NC(=O)c1ccncc1
    -0.7, 1.2, -0.6, 0.2, -9.1, 4.3, -1.6, 4.3, -2.4, x
#9 COc1ccc(-c2nc(Cn3c(SCc4ccc(C)cc4)nc4ccncc43)c(C)o2)cc1OC
    -0.6, -0.1, 1.0, 0.7, 3.2, -12.0, 48.9, -3.2, -11.2, -11.3
#10 O=C1CCCCCN1Sc1ccccc1
    i, 0.5, x, 0.0, 3.3, 31.9, -5.8, -1.8, 2.6, -14.5
#11 CC(=O)OCC(=O)Nc1c(C)cccc1C
    i, 1.4, 0.5, 1.0, 3.0, -1.0, -0.8, 1.9, 3.3, -15.8
#12 CCOc1ccccc1NC(=O)Cn1c(=O)c(OCC)nc2cnccc21
    i, -0.8, x, -0.2, x, 14.0, -2.1, -2.9, 1.0, 1.1
#13 O=C1N/C(=N/N=C/c2ccc(F)cc2)SC1c1ccccc1 (stereo not drawn)
    -0.3, x, 0.4, -2.0, -1.6, 0.4, 7.8, 0.3, -36.1, x
#14 CCOC(=O)c1c(-c2ccccc2)nc2c(C)cccn12
    i, -1.0, x, -0.1, 6.3, 49.3, 10.2, 4.4, 2.6, -27.2
#15 O=C(COC(=O)c1cccc(S(=O)(=O)N2CCN(c3ccccc3)CC2)c1)NCc1ccco1
    -0.5, 0.3, x, 0.0, 4.5, 3.2, 27.9, 4.5, 0.4, 1.0
#16 CCOC(=O)N1CCN(S(=O)(=O)c2ccc(OCC)c3ccccc23)CC1
    -0.3, 5.2, x, -0.2, 14.6, 6.2, 24.8, -1.2, 0.4, -2.5
#17 C=CCOC(=O)C1=C(C)Nc2nnnn2C1c1ccc(OC)cc1OC (stereo not drawn)
    -0.4, -0.6, x, 0.1, -12.7, 7.3, -0.5, -1.5, -0.8, -8.6
#18 CCN(CC)C(=O)C1CCCN(C(=O)CCn2nnnc2CN2CCOCC2)C1 (stereo not drawn)
    -0.6, -1.5, 0.8, 2.1, 14.5, 30.2, 6.0, -1.3, 1.5, 10.9
#19 Cc1ccccc1CNC(=O)c1ccccc1SCC(=O)NCc1ccco1
    -0.7, -0.3, -0.1, 0.2, 1.2, x, 4.1, x, -0.2, 0.6
#20 Cc1ccc(C)c(Cn2nnc3c(=O)[nH]c(C4CCN(C(=O)c5ccco5)CC4)nc32)c1
    i, -0.9, 0.5, 0.2, 1.1, -2.7, 36.4, 4.5, -14.0, 2.1

Quoted at random: 4 entries already listed
Values in the order: Vc quorum ag, PfHsp40 yeast, TcdB GH inh, BoNT A protease, CCHFV vOTU inh, VHR inh abs, Yp Topo-I inh, SARS 3CLpro inh, Anthrax LF inh2, SSB-PriA inh
#10 O=C1CCCCCN1Sc1ccccc1
    i, 0.5, x, 0.0, 3.3, 31.9, -5.8, -1.8, 2.6, -14.5
#1 O=C(c1cnn2c(C(F)F)cc(-c3ccccc3)nc12)N1CCOCC1
    -5.3, -0.6, x, 3.1, -3.3, -1.0, 7.3, 1.8, -2.1, 0.2
#8 C/C(CC(=O)NCCN1CCOCC1)=N\NC(=O)c1ccncc1
    -0.7, 1.2, -0.6, 0.2, -9.1, 4.3, -1.6, 4.3, -2.4, x
#15 O=C(COC(=O)c1cccc(S(=O)(=O)N2CCN(c3ccccc3)CC2)c1)NCc1ccco1
    -0.5, 0.3, x, 0.0, 4.5, 3.2, 27.9, 4.5, 0.4, 1.0

Next section.
Values in the order: Vc quorum ag, PfHsp40 yeast, TcdB GH inh, BoNT A protease, CCHFV vOTU inh, VHR inh abs, Yp Topo-I inh, SARS 3CLpro inh, Anthrax LF inh2, SSB-PriA inh
#21 CCOc1ccccc1CNCC1CCCO1 (stereo not drawn)
    i, -0.5, 0.0, 3.2, -15.0, 21.0, 6.0, -3.8, 11.5, 1.2
#22 CCCC12CN3CC(CCC)(CN(C1)C3C(O)C(O)C(O)CO)C2=O (stereo not drawn)
    -5.3, -0.6, x, 0.2, 7.1, 6.0, -5.4, -0.8, -4.2, -11.8
#23 O=C(CCN1C(=O)c2ccncc2C1=O)Nc1ccc(F)cc1
    i, -0.9, x, 0.5, 7.1, 9.0, 2.6, -3.1, -10.7, -10.4
#24 COc1ccc2cc(C#N)c(NC(C)C)nc2c1
    -0.7, -1.9, x, 0.9, -38.5, -5.0, -0.5, -3.2, -2.5, -35.3
#25 CCOC(=O)c1sc2nc(C)nc(N3CCN(c4ncccn4)CC3)c2c1C
    -0.5, 1.2, 0.7, x, 7.4, -15.3, 1.5, -0.5, x, -2.9
#26 CCn1c(SCC(=O)Nc2nc3ccccc3s2)nnc1-c1ccc(OC)cc1
    i, 1.4, x, -0.7, 6.1, -16.3, 8.1, -0.3, -2.7, -8.9
#27 CC(C)(C)Nc1c(C2CCNCC2)nc2c(OCc3ccccc3)cccn12
    x, x, -4.6, -0.4, -7.0, x, x, x, -4.8, x
#28 CC1CCCCC12NC(=O)N(CC(=O)NCc1ccccc1)C2=O (stereo not drawn)
    i, -0.2, 0.6, -0.3, -2.7, x, 6.5, x, -5.3, -5.2
#29 COc1ccccc1CCNC(=O)c1cccc(NC(=O)CC2SC(N3CCCCC3)=NC2=O)c1 (stereo not drawn)
    -0.7, -0.3, 2.8, -0.2, 8.1, x, 26.7, x, -5.2, 10.0
#30 O=C(Nc1nncs1)c1ccc(Br)c(S(=O)(=O)N2CCCC2)c1
    -0.6, -1.7, x, -1.8, -6.9, 12.7, 1.9, 1.0, -8.4, -1.0
#31 O=C(OCc1ccccc1)N1Cc2ccnnc2CC1c1ccccc1Br (stereo not drawn)
    x, x, 6.2, 0.5, 12.5, x, x, x, 7.1, x
#32 CN(C(=O)COC(=O)c1cc(S(=O)(=O)N2CCCCC2)ccc1N1CCOCC1)C1CCS(=O)(=O)C1 (stereo not drawn)
    -0.3, 0.3, 1.4, -0.3, -8.9, -3.1, -3.5, 3.2, -3.8, -8.3
#33 Cc1ccc(-n2c(Cc3cccs3)nnc2SCC(=O)Nc2ccc(S(N)(=O)=O)cc2)cc1
    -0.4, -0.8, x, 0.8, -11.0, 21.7, 5.1, -1.0, 7.2, -3.1
#34 Cc1ccc(-c2nnn(CC(=O)N(CC(=O)NCC3CCCO3)c3ccc(F)c(Cl)c3)n2)o1 (stereo not drawn)
    -2.2, 1.1, x, -7.0, -5.8, 12.0, -3.4, -2.8, -4.8, -3.2
#35 COc1cc(CCC(=O)NCc2ccc(Cl)cc2)cc(OC)c1OC
    -1.4, 0.1, 4.1, -2.3, 2.0, 14.1, -1.6, 4.3, -2.9, 4.9
#36 COc1ccccc1C(=O)NCC(c1cccnc1)N(C)C (stereo not drawn)
    -3.1, -0.5, -0.3, -0.3, 3.5, 18.2, -3.6, 1.3, -7.0, -23.4
#37 Cc1cc(Cl)c(S(=O)(=O)NC2CCCC2)cc1OCC(N)=O
    -0.2, 0.7, -0.5, -0.1, 16.1, 28.6, 2.4, 0.3, 6.6, -9.8
#38 O=C(CCNc1n[nH]c(=O)[nH]c1=O)N1CCOCC1
    3.1, -0.8, x, u, 0.7, -7.7, 0.0, -0.1, -1.0, -3.6
#39 Cc1ccc(NC(=O)c2cnc(N3CCN(c4ccccn4)CC3)c3ccccc23)c(Br)c1
    i, 7.3, -0.2, -0.7, -30.4, 20.6, 3.1, 0.4, 3.5, -7.7
#40 COCCN1C(=O)c2cc(C(=O)Nc3ccc(C)c(F)c3)ccc2C1Nc1ccc(C)c(F)c1 (stereo not drawn)
    i, -0.4, -0.1, 0.1, -0.3, 22.6, 2.1, 5.1, -7.5, -5.3
#41 CCCCC(=O)Nc1nc(C)c(C(C)=O)s1
    -0.1, -0.7, 1.3, -1.5, 1.5, 4.0, -1.9, 3.1, 1.0, -4.1
#42 Cc1c(-c2ccccc2)cnc2c(C)cccc12
    i, 0.3, 1.6, -0.2, -14.5, x, 0.1, x, -2.9, -7.6
#43 CCc1ccc(N2C(=O)CC(N(CC3CCCO3)C(=O)/C=C/C(=O)O)C2=O)cc1 (stereo not drawn)
    -0.3, 0.3, x, -0.4, -2.0, 30.1, 2.4, -0.9, -1.6, -3.2
#44 CCCn1c(CNS(=O)(=O)c2ccc(C)cc2)nc2ccccc21
    -0.2, 17.2, 0.3, -0.7, 3.7, 12.1, 18.0, -0.9, 2.1, -2.2
#45 Cc1cc(NC(=O)Cn2ccsc2=N)c([N+](=O)[O-])cc1C
    -0.4, 0.3, 0.8, 0.2, 2.3, 16.0, 0.3, -0.6, -0.7, 2.4
#46 CC(C)N(C(=O)COC(=O)[C@@H]1CC(O)CN1S(=O)(=O)c1ccccc1[N+](=O)[O-])C(C)C (stereo partly drawn)
    i, -1.9, x, 0.2, 8.3, 12.4, -2.8, 4.5, 0.2, -10.1
#47 COc1ccc(NC(=S)N(CCc2c(C)[nH]c3ccccc23)Cc2ccco2)cc1
    -0.3, 0.7, 0.6, 0.1, 13.3, 7.6, 3.2, 1.3, -7.3, 4.5

The list is partial; the hit share may differ from the screen's.
